Screens (PubChem BioAssay)
SIRT5 inh: inhibitors of human sirtuin-5 desuccinylase | actives 1.1% (n = 330,000) | Purified SirT5, succinyl-peptide AMC, trypsin-coupled fluorescence | AID 652115 | inhibition, % at 15 µM; in the data active = inhibition above about 15%; inconclusive = no clear call, values can overlap the other calls
Target sequence (Q9NXA8 whole entry, looked up): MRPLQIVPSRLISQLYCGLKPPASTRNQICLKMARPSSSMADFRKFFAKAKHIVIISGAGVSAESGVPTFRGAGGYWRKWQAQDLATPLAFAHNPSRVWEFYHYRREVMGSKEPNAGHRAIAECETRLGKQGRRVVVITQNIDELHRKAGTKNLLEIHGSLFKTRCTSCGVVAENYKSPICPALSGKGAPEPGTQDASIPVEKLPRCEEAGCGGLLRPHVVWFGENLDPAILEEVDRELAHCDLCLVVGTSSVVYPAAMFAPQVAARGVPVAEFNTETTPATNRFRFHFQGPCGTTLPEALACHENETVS
ARNT TACC3 PPI: ARNT/TACC3 interaction disruption; AlphaScreen His-ARNT PAS-B/GST-TACC3 binding, luminescence; TACC3 fragment carries E629A point mutation; inhibition, % at 9.99 µM; actives 0.66% (n = 390,000); AID 623870;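 active = mean inhibition of replicates at least 50% and at least half of replicates each reaching 50%; inconclusive = half or more replicates reach 50% but mean below 50%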;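 also: 0% = complete ARNT plus TACC3 wells and 100% = ARNT alone without TACC3; many hits fall short of the cut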
DENV2 CPE: protects cells from dengue virus 2 cytopathic effect; AID 651640; actives 1.7% (n = 350,000); CPE inhibition, % at 9.99 µM; DENV2-infected cells, cytopathic effect rescue, plate reader; in the data active = CPE inhibition above about 20%, passing the limit was not always enough; inconclusive = no clear call, values can overlap the other calls; tested in BHK-21 cells;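 also: 0% = median of neutral control wells and 100% = median of positive control wells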
EWS-Fli block: EWS/Fli transcriptional activity inhibition. A673 NR0B1-luciferase reporter, viability-normalised. inhibition, % at 12.6 µM. actives 0.67% (n = 350,000). AID 651661;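 active = mean inhibition of at least 50% after viability correction, with every replicate also passing that limit; inconclusive = mean reaches 50% but only one of two replicates passes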;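 also: firefly luciferase signal divided by Alamar Blue viability fluorescence both relative to DMSO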
LGR2 antag: blocks bursicon-induced cAMP signaling via Drosophila LGR2. HEK293 LGR2, CRE-luciferase, bursicon-stimulated, 4 h. inhibition, % at 9.99 µM. actives 0.35% (n = 380,000). AID 720647;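 active = drop in luminescence signal, shown as inhibition above about 50% in the replicate tests, limit read from the data, passing the limit was not always enough; inconclusive = probably only some replicates passing the limit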;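 also: agonist challenge used bursicon conditioned medium at about half maximal strength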
PAX8 inh HTS: lowers PAX8-driven luciferase in RMG-I cells. RMG-I TPO-luciferase reporter, SteadyGlo, 24 h. inhibition, % at 12.6 µM. actives 1.2% (n = 360,000). AID 652154;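 active = mean replicate inhibition at least 60% with every replicate also reaching 60%; inconclusive = only one of the two criteria is met; inactive = mean below 60% and not all replicates reaching 60%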;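 also: luciferase light reporting Pax8 driven TPO promoter activity; plate controls were median of neutral control wells for no effect and mitoxantrone controls for full effect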
Casp6 inh: caspase-6 (human) enzyme inhibition. purified caspase-6, Z-VEID-R110 cleavage fluorescence. inhibition, % at 12.5 µM. actives 0.53% (n = 350,000). AID 686996;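 active = mean inhibition across replicates at least about 35%, with every replicate also reaching that limit, limit read from the data; inconclusive = only one of the two criteria met; inactive = neither criterion met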;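 also: 0% = median of neutral control wells and 100% = no fluorescence left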
Target sequence (P55212 24-179 limits assumed): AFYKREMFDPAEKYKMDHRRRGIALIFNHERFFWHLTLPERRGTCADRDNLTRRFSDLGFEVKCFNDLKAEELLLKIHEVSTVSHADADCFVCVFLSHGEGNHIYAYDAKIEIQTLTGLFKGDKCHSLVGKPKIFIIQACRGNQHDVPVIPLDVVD
Target sequence (P55212 194-293 limits assumed): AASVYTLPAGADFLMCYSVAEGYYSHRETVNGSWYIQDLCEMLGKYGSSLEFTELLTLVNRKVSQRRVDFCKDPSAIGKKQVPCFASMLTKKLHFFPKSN
Active calls of the source: *; ? = inconclusive; · = not tested or not shown; & = joins results of further samples.

SMILES	SIRT5 inh	ARNT TACC3 PPI	DENV2 CPE	EWS-Fli block	LGR2 antag	PAX8 inh HTS	Casp6 inh
CCc1nn2c(=O)cc(COC(=O)c3cc(Cl)c(OC)c(OC)c3)nc2s1	-2	2	-1	1	·	-1	0
O=C1OC[C@@H]2CCCN2C(=O)[C@H](CC(=O)N(CCO)Cc2ccccc2)C/C=C\CC[C@H]1Cc1ccc(F)cc1	·	1	·	-2	3	14	1
CCCCCCCCN1C(=O)[C@H](CC(=O)NCC23CC4CC(CC(C4)C2)C3)C[C@@]2(C(=O)OC)CCCCC=C12	·	·	7	-2	9	21	-5
Cc1nn(CC(=O)NC(C)C)c(C)c1[N+](=O)[O-]	-5	-8	-3	3	8	-6	-1
CC(C)NC(=O)Nc1cccc2c1O[C@@H](CN(C)Cc1ccc(C(F)(F)F)cc1)[C@H](C)CN([C@H](C)CO)C2=O	5	8	3	0	18	3	1
O=C(COC(=O)COc1ccc(Cl)cc1)NC1CC1	1	2	-3	-5	-14	-10	3
O=C(C[C@@H]1CC[C@@H]2[C@H](COC[C@@H](O)CN2Cc2ccc(F)cc2)O1)NCc1ccccc1Cl	-8	8	12	11	5	-33	0
CCc1nc2c(OCCC3CCCCC3)cccn2c1N(C)C(=O)c1ccco1	·	·	-9	-5	17	24	5
O=C(c1ccc(NS(=O)(=O)c2ccc(F)cc2)cc1)N1CCOCC1	2	-1	?	7	9	-18	5
C[C@@H]1CN([C@H](C)CO)C(=O)c2cc(NC(=O)Nc3ccc4c(c3)OCO4)ccc2O[C@@H]1CN(C)Cc1ccc2c(c1)OCO2	2	1	-5	0	16	-10	-1
CCOc1cc(NC(=S)NCc2ccco2)c(OCC)cc1NC(=O)C1CC1	·	-11	·	·	4	5	·
Cc1nnc(N/N=C\c2ccc(-c3cccc(C(=O)O)c3)o2)n1N	4	31	?	-20	33	-10	13
CC(C)(C)NC(=O)CSc1nnc(SCC(=O)NC(C)(C)C)s1	-4	-2	·	0	1	-11	3
Cc1ccc(C(=O)N2CCSC2=S)cc1	-8	·	2	-9	27	-22	·
O=C(O)CCCC(=O)N1N=C(c2c(-c3ccccc3)c3cc(Cl)ccc3[nH]c2=O)CC1c1cccs1 (stereo not given)	-2	·	-2	-4	-7	1	5
C[C@H](CO)N1C[C@H](C)[C@H](CN(C)C(=O)Nc2ccc(N3CCN(C)CC3)cc2)OCc2cnnn2CCCC1=O	-3	·	4	-3	1&-3	-7	-2
Cc1c(NC(=O)C(C)OC(=O)c2ncc(Cl)c(Cl)c2Cl)c(=O)n(-c2ccccc2)n1C (stereo not given)	-3	·	2	3	5	2	1
Cc1cccc(NC(=O)CSCC(=O)Nc2nnc(C3CC3)s2)c1	-4	0	0	·	9	-14	-1
COc1ccc2c3c([nH]c2c1)[C@@H](CO)N(Cc1cc(F)ccc1F)CC31CN(C)C1	-3	·	0	1	-3	·	0
CN(c1ccccc1)S(=O)(=O)c1ccc(C(=O)N2CCN(c3ccccc3)CC2)cc1	·	·	-1	15	-6	-1	-1
CC(C)CC#Cc1cnc2c(c1)C(=O)N([C@@H](C)CO)C[C@@H](C)[C@H](CN(C)Cc1cncnc1)O2	-1	-4	4	8	-3	·	1
C[C@@H]1CN([C@@H](C)CO)C(=O)Cc2cc(NC(=O)C3CC3)ccc2O[C@@H]1CN(C)S(C)(=O)=O	2	4	-8	4	0	5	-2
O=C(COC(=O)c1ccccc1Br)NCCC1=CCCCC1	1	-4	-9	2	-57	-29	4
O=C(Cn1ncc(N2CCOCC2)c(Br)c1=O)c1ccc(Cl)cc1	·	-6	-1	-45	-42	-49	-1
CC(=O)O[C@]1(C(C)=O)CC[C@H]2[C@@H]3C[C@H](C)C4=CC(=O)CC[C@]4(C)[C@H]3CC[C@@]21C	0&2	2&-6	-3&-7	4&-2	0&6	4&-6	6&0
O=C(N/N=C/c1cccc2ccccc12)C(=O)N1CCCC1	-6	-7	14	-3	5	-22	-3
CC(C)C(=O)Nc1c(-c2cccc(Cl)c2)c(=O)c2ccccc2n1C	-2	-2	-6	12	-6	-2	-1
CCC(=O)N1[C@H](CO)[C@@H](c2ccccc2)C12CN(CC1CCOCC1)C2	-2	·	16	5	9	-4	-1
COc1cccc(N2CCN(C(=O)c3ccc4nc[nH]c4c3)CC2)c1	-1	5	-8	·	1	1	1
Cc1ccc(S(=O)(=O)Nc2cccc3c2O[C@H](CN(C)C(=O)Nc2c(C)noc2C)[C@@H](C)CN([C@H](C)CO)C3=O)cc1	2	-10	0	-3	-7	-22	·
O=C(OC1CCOC1=O)c1cc(Cl)ccc1[N+](=O)[O-] (stereo not given)	98*	-5	-9	2	3	-35	-1
Cc1ccsc1C(=O)OCC(=O)N1CCN(C(=O)c2ccco2)CC1	2	·	-2	-16	5	7	4
COc1cccc(CNC(=O)[C@H](CC(C)C)NC(=O)N2CCn3c2nc2ccccc23)c1	2	5	10	1	8	6	4
O=C(NC1CCN(S(=O)(=O)c2ccccc2F)CC1)c1cccnc1	-2	-5	-9	-1	14	5	1
C[C@H](NC(=O)C[C@H]1CC[C@H]2[C@@H](COC[C@H](O)CN2C(=O)Nc2cccc(F)c2)O1)c1ccccc1	2	-7	-2	-21	-15	-28	0
CCN(CC(=O)Nc1ccc2c(c1)OCCO2)C(=O)/C=C/c1ccc(OC)c(OC)c1	0	0	7	-5	-20	-1	6
CCCN(C)C[C@H]1Oc2ncc(-c3cccnc3)cc2C(=O)N([C@@H](C)CO)C[C@H]1C	-4	2	8	-12	0	·	-1
Cc1noc(C)c1NC(=O)Nc1ccc2c(c1)C(=O)N([C@H](C)CO)C[C@@H](C)[C@H](CN(C)Cc1ccccc1)OCCCC[C@@H](C)O2	-1	-2	8	2	28	-7	-1
O=C(CN(Cc1ccc(F)cc1)C(=O)CCC(=O)Nc1ccccn1)NCCc1ccccc1	-2	-2	-6	-6	13	5	-3
Cn1c(C(=O)N[C@@H](C(=O)O)c2ccccc2)cc2cc(Cl)ccc21	-4	-6	-3	-4	4	34	18
CCN(CCNCC(O)COc1ccccc1C(C)C)c1cccc(C)c1 (stereo not given)	0	29	-2	30	9	24	16
O=C(C[C@@H]1C[C@H]2c3cc(NC(=O)Nc4ccccc4)ccc3O[C@H]2[C@@H](CO)O1)NCc1ccccn1	-4	3	4	-4	-16	5	2
CC(C)N(C[C@@H]1N[C@H](CO)[C@@H]1c1ccc(C2=CCCC2)cc1)C(=O)C1CC1	1	·	-4	0	1	·	0
Cc1ccc(CNS(=O)(=O)c2c(C(=O)N3CCCCC3)c(C)n(C)c2C)o1	-1	0	-5	·	1	7	-1
COc1ccc(NC(=O)Nc2ccc3c(c2)C(=O)N([C@@H](C)CO)C[C@@H](C)[C@@H](CN(C)S(=O)(=O)c2cccs2)OCCCC[C@@H](C)O3)cc1	0	18	-12	2	35	·	-1

Molecules shown so far that have a thiophene ring, fused or not, in the order listed:
SMILES	SIRT5 inh	ARNT TACC3 PPI	DENV2 CPE	EWS-Fli block	LGR2 antag	PAX8 inh HTS	Casp6 inh
O=C(O)CCCC(=O)N1N=C(c2c(-c3ccccc3)c3cc(Cl)ccc3[nH]c2=O)CC1c1cccs1 (stereo not given)	-2	·	-2	-4	-7	1	5
Cc1ccsc1C(=O)OCC(=O)N1CCN(C(=O)c2ccco2)CC1	2	·	-2	-16	5	7	4
COc1ccc(NC(=O)Nc2ccc3c(c2)C(=O)N([C@@H](C)CO)C[C@@H](C)[C@@H](CN(C)S(=O)(=O)c2cccs2)OCCCC[C@@H](C)O3)cc1	0	18	-12	2	35	·	-1

(further entries)
SMILES	SIRT5 inh	ARNT TACC3 PPI	DENV2 CPE	EWS-Fli block	LGR2 antag	PAX8 inh HTS	Casp6 inh
Nc1ncnc2c1ccn2[C@H]1CN(Cc2ccc3c(c2)OCO3)C[C@@H](CO)O1	-1	·	12	4	4	-3	1
COc1cccc(-c2cnc3c(c2)C(=O)N([C@H](C)CO)C[C@H](C)[C@@H](CN(C)C(=O)CN(C)C)O3)c1	-2	·	2	-12	-6	·	3
O=C1c2ccccc2C2=Nc3ccccc3SC(c3ccc(Cl)cc3)C12 (stereo not given)	-4	3	0	-6	18	-14	-1
c1ccc(CN=C(NCc2ccccc2)NCc2ccccc2)cc1	1	-2	-4	-15	16	13	2
COc1ccccc1C(=O)Nc1ccc(C(=O)c2ccccc2)cc1	-5	-3	-4	-24	-7	-4	0
O=C(Nc1ccc2c(c1)OCO2)N[C@H]1CC[C@H](CCNC(=O)C2CCCCC2)O[C@H]1CO	3	-9	?	0	-19	12	0
CC(C)(C)[C@H]1COC(=O)CCC/C=C/C[C@H](CC(=O)NCCO)C(=O)N1	0	-11	?	-5	-8	-4	-2
CC(C)CN1C(=O)c2ccc(C(=O)NCc3ccccn3)cc2C1=O	-4	-13	-7	·	4	-17	-2
Cc1cccn2cc(-c3ccc(F)cc3)cc12	-1	-1	0	-50	-9	35	7
Cc1ccc(S(=O)(=O)NC(C)C(=O)N2CCOCCOCCOCCOCC2)cc1 (stereo not given)	4	15	2	4	8	8	3
COc1ccc(N2CCN(C(=O)CC34CC5CC(CC(C5)C3)C4)CC2)c([N+](=O)[O-])c1	·	3	·	·	21	-8	·
O=C(c1cccc(Cl)c1)N1CCn2c1nc1ccccc12	-1	0	-1	-2	2	-6	0
O=C(NC1CCNCC1)C1CCCCC1	-2	-18	-2	3	-3	7	-1
O=C(NC(=S)N1CCCCCC1)C1CC1	0	-9	12	0	0	3	-3
O=C1CCc2cc(S(=O)(=O)NC(C(=O)NCc3cccnc3)c3ccccc3)ccc2N1 (stereo not given)	·	-4	-3	1	-8	1	2
C[C@@H]1CN([C@H](C)CO)C(=O)Cc2cc(NC(=O)Cn3cnnn3)ccc2O[C@@H]1CN(C)Cc1ccc(C(F)(F)F)cc1	4	8	-12	-3	1	-9	-2
COc1ccc(CCC(=O)OCC(=O)Nc2ccc(OC)c(OC)c2)cc1OC	7	-9	-1	1	-16	-18	1
COC(=O)c1cc(C(=O)OCC(=O)Nc2ccc(N3CCOCC3)cc2)cc([N+](=O)[O-])c1	-6	1	1	-8	-6	-17	2
O=C(COc1ccc(Cl)cc1)N1N=C(c2cccs2)CC1c1ccco1 (stereo not given)	1	0	-1	5	7	7	-28
COC(=O)c1cc(OC)c(OC)c(OC)c1[N+](=O)[O-]	-2	-3	?	-3	-2	-6	-1
CC(=O)c1ccc(NC(=O)/C=C/c2ccc(C)cc2)cc1	·	-1	·	·	-58	-51	·
Cc1ccc(S(=O)(=O)N2CCN(C(=O)CSC(=S)N3CCCC3)CC2)c(C)c1	0	2	-6	12	11	15	1
CCc1[nH]nc(C(=O)N2CCCC(N3CCN(c4ccccc4C)CC3)C2)c1C (stereo not given)	0	-2	-2	-5	9	-12	-2
CCCNC(=O)N1C[C@H](O)COC[C@@H]2O[C@@H](CC(=O)N[C@@H]3CCN(Cc4ccccc4)C3)CC[C@H]21	1	-1	0	-2	3	-4	-2
O=C(NCCCCC(NC(=O)c1ccccc1)C(=O)O)OCc1ccccc1 (stereo not given)	·	·	-6	3	-7	-7	4
Cc1nn(CCC(=O)N2CCN(S(=O)(=O)c3ccccc3)CC2)c(C)c1C	-2	0	-1	-4	5	7	-2
COc1ccc(CNC(=O)CCNS(=O)(=O)c2cccc3nsnc23)cc1	-1	2	2	1	-7	-3	0
CNC(=O)N(O)C1N(/N=C/c2ccccc2O)C(=S)SC1(C)C (stereo not given)	3	22	-3	-4	-5	25	-5
COCCCNC(=O)[C@H](Cc1c[nH]c2ccccc12)NC(=O)OCc1ccccc1	-16	-3	1	3	2	0	0
Cc1ccc(S(=O)(=O)NN=C2CC(C)(C)OC2(C)C)cc1	0	·	8	0	21	-9	0
CC1(C)CC(=O)C=C(Nc2ccccc2C#N)C1	-3	6	1	-1	-1	1	4
O=C(CSc1ccc(-c2ccccn2)nn1)Nc1ccc(F)c(F)c1	-1	43	0	-13	-7	-8	-3
O=C(CNC(=O)C1COc2ccccc2O1)N/N=C/c1ccc(O)cc1O (stereo not given)	·	94*	12	24	18	28	-11
Cc1sccc1/C=N/NC(=O)c1cccc2ccccc12	·	5	·	·	-22	-18	·
